Screens from PubChem.
G9a block: qHTS Assay for Inhibitors of Histone Lysine Methyltransferase G9a | Potency, µM (titrated, usually from 102 µM), without a hit: at the highest dose activity, negative = inhibition, most hits filed as inhibitors | G9a H3K9 monomethylation, AlphaScreen, 2 h | 8.8% of 350,000 active | Histone-lysine N-methyltransferase EHMT2 (Homo sapiens), Q96KQ7; further: potency means the concentration at half of the fitted maximal effect; on the % scale 0 is the no-effect control and ±100 the full control effect; nearly all actives have a fitted effect of over 75% in size
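Quantitative HTS format: methyltransferase activity on a biotin-tagged H3K9 peptide is measured by AlphaScreen, using a rabbit anti-monomethyl-H3K9 antibody with streptavidin donor and anti-IgG acceptor beads. Final levels are 20 nM enzyme, 500 nM peptide, 20 uM SAM; 2 h RT.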
GLS inhibitor: qHTS for Inhibitors of Glutaminase (GLS); GLS enzymatic activity, qHTS titration; Potency, µM (highest dose often 45.5 µM), inactives show top-dose activity change, negative = inhibition, actives largely listed as inhibitors; 0.21% of 410,000 active; AID 624170, 2012; further: potency means the concentration at half of the fitted maximal effect; on the % scale 0 is the no-effect control and ±100 the full control effect
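hKGA in 45 mM KH2PO4 (pH 8.2), 0.02% Tween-20 with compound, then 1mM L-Glutamine (stock as added) plus glutamate oxidase/HRP/Amplex red coupling mix. Fluorescence read initially and after 30 min at RT; signal change reflects glutamate formation.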
JMJD2A Tudor: qHTS Assay for Inhibitors of JMJD2A-Tudor Domain. AID 504339, 2011. 4.4% of 390,000 active. Potency, µM (highest dose often 114 µM), without a hit: at the highest dose activity change, negative = inhibition, actives largely listed as inhibitors. Lysine-specific demethylase 4A (Homo sapiens), O75164. AlphaScreen JMJD2A-Tudor / H3K4me3 peptide binding; further: potency means the concentration at half of the fitted maximal effect; on the % scale 0 is the no-effect control and ±100 the full control effect; nearly all actives have a fitted effect of over 50% in size
BAZ2B inh: qHTS Assay for Inhibitors of BAZ2B; Bromodomain adjacent to zinc finger domain protein 2B (Homo sapiens), Q9UIF8; AlphaScreen BAZ2B-H3K14Ac peptide displacement; Potency, µM (highest dose often 114 µM), without a hit: at the highest dose activity change, negative = inhibition, usual class: inhibitors; 4.4% of 360,000 active; further: potency means the concentration at half of the fitted maximal effect; on the % scale 0 is the no-effect control and ±100 the full control effect; nearly all actives have a fitted effect of over 60% in size
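AlphaScreen displacement of biotin-H3(5-23)K14Ac peptide (50 nM final) from BAZ2B (50 nM final) in PBS pH 7.4, 0.01% Tween-20; complex preformed 30 min RT, then compounds (top 110 uM) 30 min RT, beads 20 min dark.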
Tb PGK inh: qHTS Assay to Find Inhibitors of Phosphoglycerate Kinase | AID 602233, 2012 | 0.043% of 380,000 active | Potency, µM (highest dose often 57.5 µM), without a hit: at the highest dose activity change, negative = inhibition, most hits filed as inhibitors | PGK/GAPDH coupled, Kinase-Glo luminescence, 60 min; further: potency means the concentration at half of the fitted maximal effect; on the % scale 0 is the no-effect control and ±100 the full control effect; nearly all actives have a fitted effect of over 60% in size
Target sequence (P07378 whole entry, looked up): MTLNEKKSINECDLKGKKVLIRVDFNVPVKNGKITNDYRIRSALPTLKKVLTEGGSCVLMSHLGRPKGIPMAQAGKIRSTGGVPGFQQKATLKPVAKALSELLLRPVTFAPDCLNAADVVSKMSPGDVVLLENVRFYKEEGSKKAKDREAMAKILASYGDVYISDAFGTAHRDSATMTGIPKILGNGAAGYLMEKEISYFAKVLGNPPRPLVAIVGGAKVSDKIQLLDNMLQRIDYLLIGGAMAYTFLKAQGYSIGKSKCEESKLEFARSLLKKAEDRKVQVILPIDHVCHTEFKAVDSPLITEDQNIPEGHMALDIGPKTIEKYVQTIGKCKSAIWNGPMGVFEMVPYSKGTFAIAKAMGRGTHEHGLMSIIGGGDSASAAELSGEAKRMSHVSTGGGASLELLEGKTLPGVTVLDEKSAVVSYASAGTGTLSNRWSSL
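Recombinant glycosomal PGK reaction used 1,3-bisphosphoglycerate generated in-well by GAPDH (100nM final) in 100mM TEA pH 7.6, 5mM MgCl2, 0.01% Tween-20. After 60 minutes at room temperature, ATP was read by Kinase-Glo Plus luminescence end-point.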
ERG-DNA inh: qHTS for Small Molecule Inhibitors of the ERG Ets/DNA interaction. Transcriptional regulator ERG (Homo sapiens), P11308. fluorescence polarization, His-ERG Ets domain / labelled DNA. Potency, µM (titrated, usually from 76.9 µM), for inactives: at the highest dose FP activity, negative = inhibition, most hits filed as inhibitors. 0.028% of 370,000 active; active means well fitted inhibition curve with a large enough effect in the polarisation, with a control signal flat; inconclusive means small, poorly fitted or top-dose-only effect, or effect the other way, or a change in a side signal; inactive means no such curve, though single readings can be large or run the other way; the % refers to the polarisation;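 further: polarization taken with two DNA probes labelled with fluorescein and Texas red; potency means the concentration at half of the fitted maximal effect; % of control where 0% means no effect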
Target sequence (P11308 whole entry, looked up, the tested form may be a part): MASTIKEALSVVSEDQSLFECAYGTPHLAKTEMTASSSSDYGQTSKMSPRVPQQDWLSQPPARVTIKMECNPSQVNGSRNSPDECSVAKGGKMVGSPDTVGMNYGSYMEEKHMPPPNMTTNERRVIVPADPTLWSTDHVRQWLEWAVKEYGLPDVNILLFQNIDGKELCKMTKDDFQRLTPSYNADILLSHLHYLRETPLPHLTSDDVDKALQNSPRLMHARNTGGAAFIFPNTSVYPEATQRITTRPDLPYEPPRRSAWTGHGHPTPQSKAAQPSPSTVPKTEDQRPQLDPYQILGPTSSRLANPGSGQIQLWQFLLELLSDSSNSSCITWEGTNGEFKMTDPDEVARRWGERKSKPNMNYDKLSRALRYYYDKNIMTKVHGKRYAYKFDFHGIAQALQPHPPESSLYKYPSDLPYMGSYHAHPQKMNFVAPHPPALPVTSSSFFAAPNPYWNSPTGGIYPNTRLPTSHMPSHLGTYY
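His-tagged ERG Ets domain (1 uM in the protein solution; 300mM KCl, 50mM Tris-HCl, 1mM EDTA, 1mM DTT, pH 7.5) received compound, then a probe mix of 5 nM fluorescein-DNA and 100nM Texas-615-DNA. Fluorescence polarization was read for both dyes.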
PI4K2A block: qHTS for small molecular inhibitors of PI4K2A; Phosphatidylinositol 4-kinase type 2-alpha (Homo sapiens), Q9BTU6; activity change, negative = inhibition, % at 76.9 µM; 0.13% of 420,000 active; purified PI4K2A, ADP-Glo luminescence, 1 h; hits give low values; in the data active means activity change below about -50%; inconclusive means mostly about -30% to -49%;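 further: -100% = wells without enzyme as full effect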
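PI4K2A activity was measured by ADP-Glo luminescence: enzyme (4 ug/mL stock) and phosphatidylinositol (1.2 mM stock) in Tris pH 7.5/MgCl2/EGTA/Triton X-100 buffer were reacted with ATP (300 microM stock) for one hour at ambient temperature.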
HP1b chromo inh: HTS for Inhibitors of HP1-beta Chromodomain Interactions with Methylated Histone Tails. 0.56% of 390,000 active. AID 540317, 2011. Potency, µM (titrated, usually from 114 µM), for inactives: at the top dose activity change, negative = inhibition, actives largely listed as inhibitors. Chromobox protein homolog 1 (Homo sapiens), P83916. AlphaScreen HP1-beta / biotin-H3K9me3 peptide binding; further: potency means the concentration at half of the fitted maximal effect; nearly all actives have a fitted effect of over 70% in size; inactives centre near 23
Target sequence (P83916 whole entry, looked up): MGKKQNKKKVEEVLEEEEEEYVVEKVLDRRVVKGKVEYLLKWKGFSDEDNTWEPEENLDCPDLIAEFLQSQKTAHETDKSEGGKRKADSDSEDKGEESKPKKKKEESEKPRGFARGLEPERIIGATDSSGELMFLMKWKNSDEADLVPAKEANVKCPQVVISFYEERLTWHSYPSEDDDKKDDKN
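HP1-beta protein (50 nM final) preincubated 30 min at room temperature with biotinylated H3(1-18)K9me3 peptide (50 nM) in PBS pH 7.4, 0.01% Tween-20, then compound added for 30 min. AlphaScreen streptavidin donor/nickel chelate acceptor beads (10 ug/mL final), 30 min dark, luminescence read.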
Pin1 inhibitor: qHTS Assay to Find Inhibitors of Pin1; Peptidyl-prolyl cis-trans isomerase NIMA-interacting 1 (Homo sapiens), Q13526; Pin1 FP peptide displacement, HiFluor488, 10 min; Potency, µM (titrated, usually from 115 µM), without a hit: at the highest dose activity, negative = inhibition, actives largely listed as inhibitors; 0.009% of 390,000 active; active means well fitted inhibition curve with a large enough effect in the polarisation, with a control signal flat, not every such curve was filed as active; inconclusive means small, poorly fitted or top-dose-only effect, or effect the other way, or a change in a side signal; inactive means no such curve, though single readings can be large or run the other way; the % refers to the polarisation; further: potency means the concentration at half of the fitted maximal effect; on the % scale 0 is the no-effect control and ±100 the full control effect
* hit, by the source's call; i = inactive; ? = inconclusive; . = no result given; [ ] = dose if it differs, or a comment. Unless noted, the call rests on the fitted dose curve; in most records, active means well fitted curve in the direction sought with a large enough effect; inconclusive means small, poorly fitted or top-dose-only effect, or another doubt; inactive means no such curve, though single readings can be large; an effect the other way counts as inactive or inconclusive.

nr	SMILES	G9a block	GLS inhibitor	JMJD2A Tudor	BAZ2B inh	Tb PGK inh	ERG-DNA inh	PI4K2A block	HP1b chromo inh	Pin1 inhibitor
1	Cc1cc(NS(=O)(=O)c2ccc(NC(=O)CCCC(=O)O)cc2)nc(C)n1	6%[59 µM]	7%	-16%	2%	-6%	7%	0	15%	2%
2	COc1ccc(Cl)cc1NS(=O)(=O)c1cccc2cccnc12	-4%	-9%	4%	-21%	-3%	4%	5	28%	2%
3	O=C(C[n+]1ccc(-c2cc(C(=O)Nc3cccc(C(F)(F)F)c3)c3ccccc3n2)cc1)c1cccc([N+](=O)[O-])c1	50µM*	-8%	-15%	.	-10%	7%	-9	?	18%
4	COc1ccc(CNC(=O)c2cc(-c3ccc(Br)s3)nc3ccccc23)cc1	5%[59 µM]	-1%	4%	7%	-2%	7%	1	27%	?
5	CN(Cc1ccccc1)CC(O)COc1ccc(CNCc2cc3ccccc3s2)cc1 (stereo unspecified)	9%	0%	-27%	-38%	-5%	-9%	1	6%	-2%
6	OC(C#Cc1ccccn1)c1cccs1 (stereo unspecified)	-114%[12.7 µM]	-1%	45µM*	7.1µM*	i	-11%	5	?	?
7	COc1ccc(OCCCC(=O)Nc2cc(S(=O)(=O)N3CCCCC3)ccc2OC)cc1	?	6%	-24%	-24%	-8%	0%	-7	33%	9%
8	O=C(OCc1nnc(-c2ccccc2)o1)c1ccc(-n2cnnn2)cc1	-37%	2%	-20%	-7%	4%	7%	3	3%	-6%
9	C[C@H](NC(=O)c1nc[nH]c1C(=O)N[C@@H](C)C(=O)OC(C)(C)C)C(=O)OC(C)(C)C	2%[59 µM]	-3%	?	?	-6%	18%	-7	11%	4%
10	CCN(Cc1cnn(C)c1)C(=O)c1cc(COc2ccc3c(c2)CCCC3)on1	4%	3%	-29%	-11%	-7%	1%	-1	30%	3%
11	O=C(Nc1ccccc1)N1CCCN(c2c(Cl)cncc2Cl)CC1	11%	1%	-3%	-13%	2%	-2%	1	10%	0%
12	Cc1cc(C(=O)N2CC(C)CC(C)C2)n(-c2ccccc2)n1 (stereo unspecified)	-6%[59 µM]	4%	-17%	5%	-9%	-2%	-4	22%	6%

Single entries from the entries so far.
entry 5 in BAZ2B inh = -38%
entry 1 in Tb PGK inh = -6%
entry 3 in GLS inhibitor = -8%
entry 10 in PI4K2A block = -1
entry 9 in Tb PGK inh = -6%
entry 12 in Pin1 inhibitor = 6%

The listing continues:
nr	SMILES	G9a block	GLS inhibitor	JMJD2A Tudor	BAZ2B inh	Tb PGK inh	ERG-DNA inh	PI4K2A block	HP1b chromo inh	Pin1 inhibitor
13	COc1cc(/C=C/C(=O)OCC(=O)NCCc2ccc(F)cc2)ccc1OC(F)F	.	2%	-15%	.	i	8%	-2	25%	2%
14	O=C(Nc1ccccc1)c1ccc(F)c(S(=O)(=O)N2CCOCC2)c1	?	-4%	-12%[57.1 µM]	-4%	-1%	-9%	0	55%[activator]	-14%
15	Cc1cc(C)nc(OC(C(=O)O)C(OCC(C)C)(c2ccccc2)c2ccccc2)n1 (stereo unspecified)	.	-1%	4%	-16%	5%	6%	1	17%	-2%
16	COCCCNC(=O)CS(=O)(=O)Cc1nc(-c2cccc(OC)c2)oc1C	44%[59 µM]	-2%	-19%	-4%	-6%	-4%	5	24%	-1%
17	Oc1ccccc1C(=S)N1CCCCCC1	?	24%	-14%	-8%	1%	2%	-4	34%	-5%
18	CCN(CCCn1c(=S)[nH]c2ncccc2c1=O)c1ccccc1	1%	25%	-25%	-31%	-7%	-13%	-1	9%	-8%
19	CC(C)Oc1ccc(Br)cc1/C=N\NC(N)=S	?	-3%	?	?	8%	3%	0	-9%	7%
20	CC(C(=O)Nc1ccccc1)N(C)CCOc1ccc(Br)cc1 (stereo unspecified)	99%[activator]	4%	34%	48%[activator]	-9%	5%	-1	80%[activator]	-2%
21	Cc1ccc(Cn2cccc2C2=NC(C)CO2)cc1 (stereo unspecified)	-3%	1%	-28%	-25%	20%	-5%	1	9%	4%
22	O=C(Nc1cccnc1Cl)c1cc(-c2ccc(Br)cc2)on1	13%	-2%	-15%	-19%	-2%	-11%	4	33%	4%
23	COc1cc(CCC(=O)Nc2cccc(S(=O)(=O)N(C)C)c2)cc(OC)c1OC	-40%[59 µM]	7%	-21%	3%	-8%	.	-1	8%	-6%
24	Cc1ccc(CNC(=O)CN(C)S(=O)(=O)c2cccc3cccnc23)cc1	0%	1%	-12%	-4%	-7%	-6%	-5	45%[activator]	0%

Entries from the list above with an NH in an aromatic ring (2):
nr	SMILES	G9a block	GLS inhibitor	JMJD2A Tudor	BAZ2B inh	Tb PGK inh	ERG-DNA inh	PI4K2A block	HP1b chromo inh	Pin1 inhibitor
9	C[C@H](NC(=O)c1nc[nH]c1C(=O)N[C@@H](C)C(=O)OC(C)(C)C)C(=O)OC(C)(C)C	2%[59 µM]	-3%	?	?	-6%	18%	-7	11%	4%
18	CCN(CCCn1c(=S)[nH]c2ncccc2c1=O)c1ccccc1	1%	25%	-25%	-31%	-7%	-13%	-1	9%	-8%

(cont.)
nr	SMILES	G9a block	GLS inhibitor	JMJD2A Tudor	BAZ2B inh	Tb PGK inh	ERG-DNA inh	PI4K2A block	HP1b chromo inh	Pin1 inhibitor
25	Clc1cccc(Cl)c1CSc1nnc([C@@H]2CCCN2)o1	2%	8%	-11%	-19%	4%	-14%	-1	56%[activator]	-2%
26	COc1ccc(NC(=O)CN(C)CC(=O)NCC(=O)Nc2ccc(F)cc2)cc1	?	2%	-3%	-3%	2%	8%	6	21%	-3%
27	O=C(CSc1nnc(CNC(=O)c2ccco2)o1)Nc1ccccc1C(F)(F)F	2%[0.501 µM]	4%	18%	-2%	-1%	7%	-2	38%	-5%
28	O=C1NC(=S)NC(=O)C1Nc1ccc(Cl)cc1	.	-20%	?	.	-8%	5%	13	-18%	0%
29	CCN(CC)S(=O)(=O)c1cccc(NC(=O)CN(C)Cc2cccc(OC)c2)c1	-115%[12.7 µM]	9%	1.6µM*	50µM*	1%	-4%	3	22µM*	1%
30	O=C(O)CCC(=O)NCc1c(Cl)cccc1Sc1ccc(Cl)cc1	.	-8%	-3%	4%	-2%	0%	1	7%	-5%
31	CCCOC1CCCN(C(=O)c2ccc3oc(C(C)C)nc3c2)C1 (stereo unspecified)	31%	3%	4%	2%	0%	-5%	2	25%	-25%
32	O=C(NCCCN1CCCC1=O)c1cc(COc2ccc(F)cc2F)on1	57%[activator]	0%	-13%	-1%	-11%	1%	-2	29%	-1%
33	CCc1noc(C)c1C(=O)NNC(=O)c1ccccc1Cl	11%[12.7 µM]	13%	3%	-3%	-10%	20%	0	49%[activator]	-2%
34	O=C1C(=O)N(CCS(=O)(=O)c2ccccc2)c2ccc(F)cc21	23%	0%	5%	-16%	-5%	11%	8	5%	4%
35	CC1(C)CC(CC(=O)O)(c2ccccc2)CCO1 (stereo unspecified)	14%	10%	-1%	18%	2%	-1%	-1	13%	-3%
36	O=C1CCCN1c1cccc(Br)c1	-6%[59 µM]	-19%	-16%	0%	-4%	13%	7	16%	-7%
37	CC(=O)Nc1ccc(NS(=O)(=O)c2cc3c4c(c2)CC(=O)N4CCC3)cc1	-26%[59 µM]	18%	-3%	-9%	i	1%	-2	45%[activator]	-2%
38	CN(CC(=O)NCCc1ccc(F)cc1)Cc1ccc(Br)cc1	54%[activator]	-3%	7%	5%	-4%	-14%	1	36%	-1%
39	Cc1csc(=O)n1CCC(=O)OCC(=O)c1c(N)n(C)c(=O)n(C)c1=O	-12%	2%	-21%	8%	-11%	-6%	3	14%	-1%
40	CCn1c(=O)cc(OCC(=O)N2CCN(c3cccc(C(F)(F)F)c3)CC2)c2ccccc21	14%[2.33 µM]	2%	-29%	0%	-2%	-4%	1	26%	-12%

4 of the entries above in order of their number in ERG-DNA inh, smallest number first:
nr	SMILES	G9a block	GLS inhibitor	JMJD2A Tudor	BAZ2B inh	Tb PGK inh	ERG-DNA inh	PI4K2A block	HP1b chromo inh	Pin1 inhibitor
18	CCN(CCCn1c(=S)[nH]c2ncccc2c1=O)c1ccccc1	1%	25%	-25%	-31%	-7%	-13%	-1	9%	-8%
5	CN(Cc1ccccc1)CC(O)COc1ccc(CNCc2cc3ccccc3s2)cc1 (stereo unspecified)	9%	0%	-27%	-38%	-5%	-9%	1	6%	-2%
10	CCN(Cc1cnn(C)c1)C(=O)c1cc(COc2ccc3c(c2)CCCC3)on1	4%	3%	-29%	-11%	-7%	1%	-1	30%	3%
9	C[C@H](NC(=O)c1nc[nH]c1C(=O)N[C@@H](C)C(=O)OC(C)(C)C)C(=O)OC(C)(C)C	2%[59 µM]	-3%	?	?	-6%	18%	-7	11%	4%
